Bioassay records from PubChem BioAssay.
NF-kB expr up: NF-kB expression increase, human neuronal cells; NF-kB reporter expression; stronger effect = higher value; fold change at 12.5 µM; actives 1.6% (n = 190,000); AID 1239; in the data active = fold change above about 3.3
Hsp70 activator: transcriptional activators of Hsp70 | HeLa Hsp70 promoter luciferase reporter, luminescence; scaled: vehicle 0, proteasome-inhibitor control 100% | activation, % at 10 µM | actives 0.04% (n = 200,000) | AID 1203;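 active = activation above the mean across all tested compounds plus 3 SD, cutoff set per campaign, cut at about 5.5% in these data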;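 note: 100% = MG132 at 30 µM as the positive control and 0% = DMSO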
STAT3 act: increases IL-6 driven STAT3 reporter signal; activation (% of control), % at 5.6 µM; AID 871; U3A cells, IL-6 STAT3-luciferase reporter, luminescence; 100% = signal with IL-6 EC80 alone; actives 0.91% (n = 190,000);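 active = activation above the screen-wide mean of compound activation plus 3 SD, cut at about 130% in these data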;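 note: 0% = background luminescence of wells with medium and substrate only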
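Test system: Human STAT1-deficient U3A cells with stable STAT3-luciferase reporter | Also added: Interleukin-6, 33 ng/mL | Timing: Compound pre-incubation 1 h before IL-6, then 6 h stimulation at 37 °C | Technique: Luciferase reporter luminescence | Read-out: Percent of IL-6-only median luminescence | Benchmarks: IL-6-only wells as 100% reference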
STAT1 act: STAT1 signaling activation. actives 2.6% (n = 200,000). AID 932. activation (% of control), % at 5.5 µM. NIH 3T3 STAT1-luciferase reporter, IFN-gamma, luminescence; 100% = IFN-gamma alone, no compound;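 active = activation above the screen-wide mean activation plus 3 SD, cut at about 130% in these data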;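 note: raw ratio to IFN-gamma control signal so 100% means no change and 0% no light; values of inactives mirror those of a sister screen read the other way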
TLR4-MyD88 BLA: blocks binding of human TLR4 to MyD88; actives 0.18% (n = 200,000); HeLa CL3-4 TLR4/MyD88 BLA complementation, FRET ratio; inhibition, % at 8.4 µM; O00206+Q99836; in the data active = inhibition above about 25%;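 note: 0% = vehicle and 100% = reference inhibitor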
Target sequence (O00206 whole entry, looked up): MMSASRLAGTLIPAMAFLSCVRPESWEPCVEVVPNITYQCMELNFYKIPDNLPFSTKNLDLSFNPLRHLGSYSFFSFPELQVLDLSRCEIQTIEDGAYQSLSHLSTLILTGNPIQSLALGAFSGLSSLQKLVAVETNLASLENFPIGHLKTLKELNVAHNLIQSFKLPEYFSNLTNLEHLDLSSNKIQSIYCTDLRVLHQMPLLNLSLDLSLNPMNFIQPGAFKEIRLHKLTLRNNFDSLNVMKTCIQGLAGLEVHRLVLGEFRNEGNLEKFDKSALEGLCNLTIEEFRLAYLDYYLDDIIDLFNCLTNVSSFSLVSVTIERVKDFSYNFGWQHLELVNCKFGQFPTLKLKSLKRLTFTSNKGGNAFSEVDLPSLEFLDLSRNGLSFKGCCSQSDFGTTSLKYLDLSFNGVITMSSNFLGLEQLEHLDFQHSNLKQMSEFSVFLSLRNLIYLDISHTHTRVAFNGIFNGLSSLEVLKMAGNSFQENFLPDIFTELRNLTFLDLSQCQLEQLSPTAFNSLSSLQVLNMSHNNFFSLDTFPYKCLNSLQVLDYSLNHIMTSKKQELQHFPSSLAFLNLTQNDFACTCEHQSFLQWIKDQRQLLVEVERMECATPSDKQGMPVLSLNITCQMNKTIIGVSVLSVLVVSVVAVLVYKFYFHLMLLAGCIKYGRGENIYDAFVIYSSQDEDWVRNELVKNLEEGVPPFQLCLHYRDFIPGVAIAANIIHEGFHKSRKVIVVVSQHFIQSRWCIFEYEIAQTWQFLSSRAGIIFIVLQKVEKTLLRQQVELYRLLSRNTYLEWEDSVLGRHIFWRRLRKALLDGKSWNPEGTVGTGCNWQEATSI
Target sequence (Q99836 whole entry, looked up): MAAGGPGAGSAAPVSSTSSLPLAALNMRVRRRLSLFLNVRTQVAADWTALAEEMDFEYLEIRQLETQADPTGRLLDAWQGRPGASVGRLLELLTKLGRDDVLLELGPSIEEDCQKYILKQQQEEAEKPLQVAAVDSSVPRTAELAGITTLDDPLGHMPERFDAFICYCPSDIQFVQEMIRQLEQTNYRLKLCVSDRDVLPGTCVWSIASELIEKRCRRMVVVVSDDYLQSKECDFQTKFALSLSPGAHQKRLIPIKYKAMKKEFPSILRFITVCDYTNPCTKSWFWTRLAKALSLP
STAT3 blocker: STAT3 signaling inhibition; U3A cells, IL-6 STAT3-luciferase reporter, luminescence; host cell line lacks STAT1; inhibition, % at 5.5 µM; actives 0.89% (n = 190,000);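 active = inhibition above the mean inhibition across all screened compounds plus 3 SD, cut at about 44% in these data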;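 note: 0% = DMSO only wells and 100% = 100 µM nifuroxazide control wells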
Efa HMGR inh: E. faecalis class II HMG-CoA reductase inhibition; purified E. faecalis HMGR, NADPH absorbance 340 nm kinetic; actives 0.41% (n = 190,000); AID 1066; inhibition, % at 10 µM;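 active = inhibition above a set limit, the median over all tested compounds plus 3 SD, cut at about 9.5% in these data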;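 note: enzyme runs in reverse so mevalonate oxidation gives rising NADPH absorbance; 0% = complete reaction with DMSO and 100% = background rate lacking mevalonate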
STAT1 inh: reduces IFN-gamma driven STAT1 reporter signal | NIH 3T3 STAT1-luciferase reporter, luminescence | inhibition, % at 5.5 µM | actives 0.35% (n = 200,000);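 active = inhibition above a set limit, the mean inhibition across all tested compounds plus 3 SD, cut at about 34% in these data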;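 note: 0% = IFN-gamma with DMSO and 100% = IFN-gamma with 300 µM nifuroxazide; values of inactives mirror those of a sister screen read the other way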
Redox H2O2 prof: compounds producing H2O2 with reducing agent – biochemical, NIH compound library profiling, artefact control for MLSCN library redox annotation, primary screen. DTT-dependent redox cycling H2O2, phenol red/HRP absorbance; 100% = 100 µM peroxide control, 0% = buffer. activation, % at 10 µM. AID 878. actives 0.03% (n = 200,000);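 active = activation of at least 50% relative to the plate's high and low controls in the primary single-dose screen; inactive = activation below 50%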;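 note: compound incubated with DTT at 0.8 mM final as the reducing agent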
APP 5'UTR act: activates APP 5'UTR luciferase reporter | SH-SY5Y APP 5'UTR luciferase reporter, luminescence; zero percent = DMSO vehicle wells | activation, % at 2 µM | actives 1% (n = 190,000);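 active = activation above a set limit, based on mean plus 3 SD of controls, cut at about 140% in these data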; note: values of inactives mirror those of a sister screen read the other way
The depositor's hits bear a star; . = not tested or not shown.

Start of the data: the first two records, to show the layout:
Second line of a record – NF-kB expr up, Hsp70 activator, STAT3 act, STAT1 act, TLR4-MyD88 BLA, STAT3 blocker, Efa HMGR inh, STAT1 inh, Redox H2O2 prof, APP 5'UTR act
> O=C(C/C=N/OCc1c(Cl)cccc1Cl)c1ccc(Cl)cc1
  1.2, -0.3, 95, 105, -5, 12, 1, -5, 1.9, -14
> Oc1ccc(-c2onc(C(F)(F)F)c2-c2cscn2)c(O)c1
  0.93, 0.0, 84, 96, -9, 22, 1, 4, 430*, 10

All compounds of this part, previewed entries included:
Second line of a record – NF-kB expr up, Hsp70 activator, STAT3 act, STAT1 act, TLR4-MyD88 BLA, STAT3 blocker, Efa HMGR inh, STAT1 inh, Redox H2O2 prof, APP 5'UTR act
> O=C(C/C=N/OCc1c(Cl)cccc1Cl)c1ccc(Cl)cc1
  1.2, -0.3, 95, 105, -5, 12, 1, -5, 1.9, -14
> Oc1ccc(-c2onc(C(F)(F)F)c2-c2cscn2)c(O)c1
  0.93, 0.0, 84, 96, -9, 22, 1, 4, 430*, 10
> CC(=O)N1CCN(Cc2nc3cc(NC(=O)c4ccccc4)ccc3n2C)CC1
  1.4, -0.5, 97, 102, -4, 7, -1, -2, 2.4, 1
> Cc1ccc(NC(=O)Cn2c(=O)n(Cc3ccco3)c(=O)c3ccccc32)c(C)c1
  1.4, -0.4, 100, 101, -4, 5, -3, -2, -0.2, 3
> N#CCN1CCC/C1=C\[N+](=O)[O-]
  1.1, -0.1, 105, 98, -6, -9, 0, 3, 0.3, 4
> Cc1ccccc1C(NC(N)=O)c1ccccc1 (configuration not stated)
  1.3, 0.1, 99, 90, 1, 5, 0, 11, 0.8, 0
> Cc1cc(NC(=O)COC(=O)C2CCN(S(=O)(=O)c3ccc(Cl)cc3)CC2)no1
  1.1, -0.2, 105, 99, 5, -3, -9, 1, -1.5, -6
> O=C(Nc1ncc2c(n1)CC(c1ccccc1)CC2=O)c1ccco1 (configuration not stated)
  1.1, -0.2, 102, 90, 6, 4, 2, 11, -0.9, -7
> COCCOC1CCN(Cc2cn(Cc3ccccc3)nc2-c2cc3ccccc3o2)CC1
  0.9, -0.1, 109, 101, 5, -8, 1, -3, 0.2, -12
> CCCNC(=O)Cn1c(=O)/c(=C\c2ccc(-c3cccc([N+](=O)[O-])c3)o2)s/c1=C\C(=O)C(C)(C)C
  0.82, -0.3, 106, 98, -1, -4, -1, 2, 2.6, 9
> O=C(c1ccccc1)c1nc2ccccc2n(CCCn2c(=O)c(C(=O)c3ccccc3)nc3ccccc32)c1=O
  0.88, -0.3, 107, 95, -10, -4, 0, 5, 1.5, 14
> CCC(=O)NNC(=O)CCC(=O)Nc1ccc(C)cc1C
  0.89, 0.2, 96, 101, -3, 9, -6, -5, 0.4, -2
> COc1ccc(C(=O)NC(C)c2cc(OC)c(OC)cc2Br)cc1 (configuration not stated)
  0.99, -0.1, 93, 93, 2, 14, 4, 8, -3.2, -6
> COc1ccc(N2CCN(C(=O)c3ccc4c(c3)OCO4)CC2)cc1
  1, 0.7, 99, 100, -11, 7, 4, 0, 0.2, 2
> Cc1ccc(C(=O)O)cc1-c1ccc(/C=C2\SC(=O)N(CC(=O)Nc3ccccc3)C2=O)o1
  1.1, 0.2, 107, 110, -5, -5, -3, -13, -1.9, 6
> c1ccc(COc2ccc(OCCCn3cncn3)cc2)cc1
  5.3*, -0.1, 77, 114, -7, 31, -3, -15, 1.0, 136*
> Cc1ccccc1Oc1cc(NC(=O)Cn2cnc([N+](=O)[O-])c2)cc([N+](=O)[O-])c1
  1.4, -0.4, 94, 97, 0, 8, -2, 1, 0.4, -6
> O=C(Nc1cccc2c1CCCC2)c1ccc(Br)o1
  0.97, -0.1, 97, 105, 2, 9, -3, -5, 1.1, -7
> OCCNc1c2ccccc2nc2ccccc12
  0.92, -0.1, 130, 158*, -8, -26, -4, -65, -0.6, 6
> Nn1c(Nc2ccccc2)nc2ccccc21
  2.4, 0.3, 95, 120, 4, 11, -3, -22, 0.9, 81
> Cc1cccc(C(=O)N2CC3(C)CC2CC(C)(C)C3)c1 (configuration not stated)
  0.86, -0.1, 100, 103, 10, 9, 1, -3, -0.4, 6
> CCOC(=O)c1ccc(NC(=O)COc2ccc(-n3cnnn3)cc2)cc1
  1.2, -0.1, 93, 101, -6, 13, 4, -1, 2.8, 6
> Cn1cc(CNC(=O)CC2C(=O)NCCN2CC(C)(C)C)cn1 (configuration not stated)
  1.2, -0.1, 96, 99, 0, 8, 6, -1, -1.6, 1
> COc1ccccc1OCc1nc(C#N)c(N2CC(C)CC(C)C2)o1 (configuration not stated)
  1.4, -0.2, 92, 99, -6, 18, -4, 2, -0.5, 2
> CCOc1ccc(C(C)NC(=O)CCC(=O)O)cc1 (configuration not stated)
  1.3, -0.4, 101, 96, -4, 3, 0, 3, -0.7, -13
> CSc1ccc(-c2nc(CSCC(=O)N3CCOCC3)c(C)o2)cc1
  1.5, -0.2, 83, 102, 4, 28, -2, -2, -1.5, 7
> CCOc1ccc(CCNC(=O)CN(C)S(=O)(=O)c2cccc3nsnc23)cc1OCC
  1.2, 0.3, 100, 98, 2, 1, -9, 2, -0.6, 5
> CCCc1cc(=O)[nH]c(SCC(=O)c2c[nH]c3ccccc23)n1
  1.2, -0.2, 143*, 92, 0, -36, 0, 9, -0.1, 14
> Cc1ccccc1NC(=O)Nc1cccs1
  1.1, 0.1, 89, 85, 7, 18, -3, 17, -2.3, 13
> CC/C(=N/Nc1ccccc1)c1cnnc(-c2ccccc2)n1
  1.1, -0.2, 83, 102, -5, 22, 2, -4, -0.6, 7

Marked active in APP 5'UTR act (from the list above):
molecule | NF-kB expr up | Hsp70 activator | STAT3 act | STAT1 act | TLR4-MyD88 BLA | Efa HMGR inh | STAT1 inh | Redox H2O2 prof | APP 5'UTR act
c1ccc(COc2ccc(OCCCn3cncn3)cc2)cc1 | 5.3* | -0.1 | 77 | 114 | -7 | -3 | -15 | 1.0 | 136*

(cont.)
Second line of a record – NF-kB expr up, Hsp70 activator, STAT3 act, STAT1 act, TLR4-MyD88 BLA, STAT3 blocker, Efa HMGR inh, STAT1 inh, Redox H2O2 prof, APP 5'UTR act
> CS(=O)(=O)Nc1ccc(C(=O)NCc2cccnc2)cc1
  1.2, 0.3, 105, 97, -13, -2, -4, 3, 0.7, -4
> CC(C)(C)SCCNC(=O)c1ccc(NS(C)(=O)=O)cc1
  1.6, 0.1, 103, 112, 0, 1, -2, -14, 1.8, 22
> Cc1c(NC(=O)c2cnn3c2NC(c2ccc(Br)cc2)CC3C(F)(F)F)c(=O)n(-c2ccccc2)n1C (configuration not stated)
  1.3, -0.3, 99, 106, -9, 5, -2, -6, 2.6, 7
> COc1cccc(/C=C/C(=O)Nc2ccc(OC)nc2)c1
  1.9, 0.1, 92, 112, 10, 9, -7, -13, -0.2, 27
> C=C(C)C1CC=C(C)/C(=N\NC(=O)CCc2ccccc2)C1 (configuration not stated)
  1.2, -0.4, 100, 101, -2, 3, 0, -1, -0.1, -4
> O=C(NCc1ccccn1)C1CC(c2ccccc2O)=NO1 (configuration not stated)
  0.93, -0.1, 103, 99, -5, -2, 4, -1, -1.0, -3
> COc1ccc([N+](=O)[O-])cc1NC(=O)Cc1noc2ccccc12
  1.1, -0.1, 89, 96, -7, 14, 2, 5, -1.2, -3
> Cc1onc(-c2ccccc2)c1C(=O)Nc1nc(-c2cc(F)ccc2F)cs1
  1.3, -0.3, 108, 109, -8, 1, -3, -10, -0.4, 29
> COC(=O)c1ccc2c(c1)nc(C)n2CCO
  1.1, -0.3, 103, 99, -1, 0, -1, 1, 0.3, -2
> COc1ccc(NC(=O)NCc2ccccc2F)cc1OC
  1.1, -0.3, 99, 95, 5, 6, 0, 5, 0.3, 23
> CCn1c(COc2ccc(C)cc2)nnc1SCC(=O)NNC(=O)c1ccc(OC)cc1
  0.97, -0.1, 97, 95, 0, 3, -5, 6, -0.4, 3
> CCCSc1ncnc2c1oc1ccccc12
  1.5, -0.1, 91, 118, -10, 12, 2, -20, 0.7, -3
> O=C(Nc1ccc(Cl)cc1)N[C@@H]1c2c(ccc3ccccc23)OC[C@@H]1CO
  0.75, -0.4, 112, 103, 3, -9, 0, -3, 2.2, .
> CCOC(=O)C(O)(NC(=O)c1cccnc1)C(F)(F)F (configuration not stated)
  0.94, -0.1, 105, 83, -7, 0, -8, 19, 3.2, .
> CCN1CCN(c2cc(C)c3cc(NC(=S)N4CCCC(C)C4)ccc3n2)CC1 (configuration not stated)
  0.37, -0.1, 67, 94, 7, 41, -6, 6, -2.9, 27
> CC(OCC(O)CNCC1COc2ccccc2O1)c1ccc(Cl)cc1 (configuration not stated)
  0.95, -0.3, 104, 100, 7, 1, 0, 0, -0.3, 17
> COn1c(SC2CCCCC2)nc2ccccc2c1=O
  1, -0.1, 96, 98, -3, 7, -1, 3, 0.5, -3
> Cc1[nH]nc2c1C(c1cnn(C)c1)C(C#N)=C(N)O2 (configuration not stated)
  1.1, -0.1, 98, 109, 1, 6, -7, -12, 13, 16
> Cc1cc(C)c2cc(C)c3nnc(SCC(=O)NCc4ccc5c(c4)OCO5)n3c2c1
  0.69, -0.2, 90, 102, -1, 12, 1, -2, 0.1, -8
> CC1CCCN(c2c([N+](=O)[O-])cc(C(=O)O)cc2[N+](=O)[O-])C1 (configuration not stated)
  0.86, -0.5, 99, 97, 9, 2, 3, 2, -0.3, 5
> O=C(Nc1nccs1)C1(c2ccc(Cl)cc2)CC1
  1.5, -0.3, 98, 94, -10, 2, 0, 6, -2.8, 5
> Nc1ccc(SCC(=O)Nc2cccc([N+](=O)[O-])c2)cc1
  1.1, 0.8, 108, 108, -6, -2, 2, -10, -1.5, 11
> CC1=C(C(=O)Nc2ccccc2C)C(c2ccc(C)o2)C2=C(CCCC2=O)N1 (configuration not stated)
  1, -0.1, 95, 94, -10, 10, -5, 8, -2.2, 18
> CCOC(=O)Cn1nnc(-c2ccc([N+](=O)[O-])cc2)n1
  1.1, -0.2, 98, 94, 1, 6, -4, 5, -0.9, 16
> CCOC(=O)c1c(C)n(CCNC(C)=O)c2ccc(OC)cc12
  0.95, -0.1, 103, 97, 0, -2, -2, 3, -1.6, 1
